# Source: PubChem
# HTR5A ag ctr = HTR5A agonism, opioid heterodimer counter-screen | P47898 | HTR5A agonist assay, luminescence, cell-based | activation, % at 9.3 µM | hit rate 0.61% among 340,000; in the data active = activation mostly above about 9.5%, no sharp cut-off; inactive = mostly below about 7.6%;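 note: 0% = cells with vehicle only and 100% = reference agonist; strong numbers were not always called active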
# Target sequence (P47898 whole entry, looked up): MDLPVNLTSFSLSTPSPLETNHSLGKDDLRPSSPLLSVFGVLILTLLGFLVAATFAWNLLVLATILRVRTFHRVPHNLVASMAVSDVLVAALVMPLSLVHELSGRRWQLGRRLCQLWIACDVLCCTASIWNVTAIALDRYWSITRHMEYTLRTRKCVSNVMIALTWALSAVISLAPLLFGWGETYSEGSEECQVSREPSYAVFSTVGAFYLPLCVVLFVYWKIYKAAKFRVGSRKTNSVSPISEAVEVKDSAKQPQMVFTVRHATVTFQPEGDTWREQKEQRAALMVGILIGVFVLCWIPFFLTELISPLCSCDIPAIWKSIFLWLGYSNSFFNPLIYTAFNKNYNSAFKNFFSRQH
# SR-BI HDL uptake = inhibitors of mouse SR-BI mediated HDL lipid uptake. Q61009. ldlA[mSR-BI] CHO cells, DiI-HDL uptake fluorescence, 3 h. inhibition, % at 12.5 µM. hit rate 0.96% among 320,000;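 active = mean replicate inhibition of at least 70% and a set share of replicates each scoring 70 or more; inconclusive = meets just one of the two criteria; inactive = fails both criteria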;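 note: 0% = median of neutral control wells and 100% = median of positive control wells; values of inactives mirror those of a sister screen read the other way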
# Target sequence (Q61009 whole entry, looked up): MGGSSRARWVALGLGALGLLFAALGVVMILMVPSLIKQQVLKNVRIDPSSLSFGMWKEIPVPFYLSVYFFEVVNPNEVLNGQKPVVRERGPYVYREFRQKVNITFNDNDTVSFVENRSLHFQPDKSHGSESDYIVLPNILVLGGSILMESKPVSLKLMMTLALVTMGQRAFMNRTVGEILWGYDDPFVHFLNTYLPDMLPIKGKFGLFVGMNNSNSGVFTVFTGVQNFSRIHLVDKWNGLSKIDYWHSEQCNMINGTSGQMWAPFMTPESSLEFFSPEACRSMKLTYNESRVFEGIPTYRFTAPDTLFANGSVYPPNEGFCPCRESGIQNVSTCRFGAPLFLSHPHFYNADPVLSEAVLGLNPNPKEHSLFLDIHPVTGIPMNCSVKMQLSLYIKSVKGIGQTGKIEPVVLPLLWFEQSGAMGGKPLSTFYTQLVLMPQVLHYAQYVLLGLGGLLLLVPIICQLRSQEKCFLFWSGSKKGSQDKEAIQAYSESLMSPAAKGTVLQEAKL
# MITF TRPM1 HTS = increases MITF-driven TRPM1 promoter luciferase signal; activation, % at 12.5 µM; SK-MEL-5 TRPM1-promoter luciferase, 24 h; % of positive control, neutral wells = 0; AID 588334; hit rate 0.75% among 300,000;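 active = mean activation of at least 80% with every replicate also reaching 80%; inconclusive = mean reaches 80% but some replicate falls short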;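 note: 0% = neutral control wells and 100% = parthenolide positive control wells; values of inactives mirror those of a sister screen read the other way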
# cardiac RTF act = cardiac RTF calcium sensitization; activation, % at 7.2 µM; hit rate 0.24% among 340,000; IANBD-labeled TnC RTF fluorescence at EC20 calcium; 0% EC20 calcium, 100% full calcium; AID 493008;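 active = activation above the mean over all tested compounds plus 3 SD, cut at about 30% in these data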;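 note: rise in fluorescence read as greater calcium sensitivity of cardiac thin filaments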
# Rtt109 Vps75 = C. albicans Rtt109 histone acetyltransferase inhibition | inhibition, % at 34.9 µM | purified Rtt109/Vps75, ThioGlo CoA-SH fluorescence, 4 h | hit rate 0.16% among 330,000;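 active = inhibition of at least 50% in every replicate; inconclusive = best replicate reaches 50% inhibition but some replicates fall short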
# Wnt bcat act = activators of Wnt/beta-catenin signaling. Wnt/beta-catenin reporter cell assay, activator, plate reader. activation, % at 9.35 µM. hit rate 1.2% among 300,000; in the data active = activation above about 30%, passing the limit was not always enough; inconclusive = no clear call, values can overlap the other calls;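 note: 0% = neutral control wells and 100% = positive control wells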
# SR-BI DiI-HDL act = activators of SR-BI mediated HDL lipid uptake; CHO ldlA[mSR-BI] cells, DiI-HDL uptake fluorescence, 3 h; 100 = double the neutral-control signal; activation, % at 12.5 µM; hit rate 0.096% among 320,000; AID 504775;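 active = mean replicate activation of at least 60% and every replicate at or above 60%; inconclusive = mean or all-replicate condition met, but not both; inactive = mean below 60% and not all replicates reaching 60%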;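 note: 0% = median plate neutral-control signal and 100% = twice that signal; values of inactives mirror those of a sister screen read the other way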
#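 Test system: SR-BI-overexpressing, LDLR-lacking CHO cells; Medium: Ham's F12 with 0.5% BSA, HEPES 25 mM, pH 7.4; Schedule: 3 h, 37 °C; Technique: bottom-read fluorescence, 550/595 nm.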
# PvdQ inh = P. aeruginosa PvdQ acylase inhibition | purified PvdQ acylase, fluorescence plate reader | inhibition, % at 10 µM | hit rate 0.063% among 340,000 | AID 488965; in the data active = inhibition above about 30%, passing the limit was not always enough; inconclusive = no clear call, values can overlap the other calls;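 note: 0% = vehicle neutral wells and 100% = reference inhibitor wells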
# CDK5 inh = inhibitors of human CDK5/p35 kinase | Q00535+Q15078 | Recombinant CDK5/p35, ADP-Glo luminescence, 60 min | inhibition, % at 10 µM | hit rate 0.01% among 330,000;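 active = highest replicate inhibition of at least 50% and at least 75% of replicates reaching 50%; inconclusive = only one of the two criteria met; inactive = both criteria failed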;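 note: plate controls were DMSO neutral control for no effect and GW8510 at 10 µM for full effect; many of its hits are not listed in these tables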
# dFosB activator = activators of mouse delta FosB homodimer; P13346; purified delta FosB, TAMRA-CDK5 oligo fluorescence polarization; percent of positive-control signal above neutral wells; activation, % at 25 µM; hit rate 0.99% among 340,000; AID 493131;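 active = mean activation above about 17%, with every replicate also reaching it, limit read from the data, passing the limit was not always enough; inconclusive = only one of the two conditions met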;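 note: fluorescence polarization rise as delta FosB binds a TAMRA Cdk5 AP-1 oligo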
# * hit, by the source's call; ? = inconclusive; nt = no result given. Outcome played no part in choosing rows; 4.4% or so of the library scored in one or more.
SMILES,HTR5A ag ctr,SR-BI HDL uptake,MITF TRPM1 HTS,cardiac RTF act,Rtt109 Vps75,Wnt bcat act,SR-BI DiI-HDL act,PvdQ inh,CDK5 inh,dFosB activator
COc1ccc(Cc2nnc(NS(=O)(=O)c3ccccc3)s2)cc1,-3,-21,-1,8,7,1,21,7,-1.1,-10
FC(F)c1nnc2c(Cl)cc(C(F)(F)F)cn12,0,-27,18,0,1,0,27,2,-0.9,-3
O=C(Nc1cc(C(F)(F)F)ccc1N1CCCCC1)c1ccco1,5,nt,10,-4,-5,0,nt,1,-0.6,3
COc1cc2c(=O)n(CC3CCCO3)c(=O)n(CC(=O)Nc3ccccc3)c2cc1OC (configuration not stated),-3,nt,-1,-2,-11,-1,nt,-5,0.5,-8
CO/N=C/c1ccc(OC)c(Oc2nc(OC)cc(OC)n2)c1,5,-2,-15,5,6,-1,2,-12,-6.2,-8
CC(C)CNC(=S)Nc1ccccc1F,-1,-32,-4,3,-2,-2,32,-12,-0.1,-13
CC(=O)Nc1ccc(OCc2ccccc2)cc1[N+](=O)[O-],-1,-13,17,0,-6,-7,13,-7,1.9,-5
COc1ccc(S(=O)(=O)N2CCCCC2)cc1NC(=O)C1CCCC1,1,6,-8,-1,-6,-5,-6,-1,0.2,-3
Cc1ccc(-c2ccc(/C=N/NC(=O)CN3CCOCC3)o2)cc1[N+](=O)[O-],1,14,-21,3,1,1,-14,1,-2.2,1
O=C(Nc1ccc(F)cc1F)c1cc(-c2ccc3c(c2)OCO3)on1,1,nt,52,-7,0,3,nt,0,-0.7,1
CC(=O)NC(C(=O)OCC(=O)N(c1ccccc1)c1ccccc1)C(C)C (configuration not stated),-3,-26,2,0,8,-2,26,-11,-3.9,-4
CCc1cc(C(=O)NNC(=S)NCC2CCCO2)cs1 (configuration not stated),7,-23,2,1,-2,nt,23,-10,0.9,3
Cc1cccc(N(C2C=CS(=O)(=O)C2)S(=O)(=O)c2ccccc2)c1 (configuration not stated),3,-22,nt,3,1,-2,22,-7,-0.2,-5
COc1ccc(CNS(=O)(=O)c2c(C(=O)N3CCCCC3)c(C)n(C)c2C)cc1,1,-18,1,8,-8,-2,18,-10,1.2,-4
COc1cc(/C=C(/C#N)C(=O)NC(C)c2ccccc2)cc(OC)c1O (configuration not stated),-6,6,9,-4,2,-1,-6,0,-2.1,-20
O=C(N/N=C/c1ccc(O)cc1O)/C(=C/c1ccccc1)CCO,3,-26,-13,-6,-4,-6,26,6,0.2,1
O=C(COc1ccc(Cl)cc1)N1CCN(C(=O)c2cccc(F)c2)CC1,0,11,3,6,6,-6,-11,-13,1.0,-1
Cc1ccc(NS(=O)(=O)c2ccc(-n3cccn3)cc2)nc1,-1,4,0,-3,-8,-2,-4,-12,1.5,-4
Cc1cccc(C)c1NC(=O)C(c1ccccc1)N1CC(=O)Nc2ccccc21 (configuration not stated),-8,-5,-8,3,0,-2,5,-10,-2.5,-4
CS(=O)(=O)N1CCCC(C(=O)Nc2ccc(Br)cc2F)C1 (configuration not stated),-4,-8,0,1,3,0,8,-9,0.3,-1
CCOC(=O)c1[nH]nc(-c2cc(CC)c(O)cc2O)c1-c1cscn1,-2,-23,-5,2,-2,0,23,-18,-1.9,-4
CC1CCCCN1C(=O)CSc1nnc2ccccn12 (configuration not stated),5,-19,7,0,-8,4,19,12,-0.9,0
O=S(=O)(c1ccc2ccccc2c1)n1cnc2ccccc21,-1,15,1,1,-1,nt,-15,-11,-0.4,-8
Cc1nn(CC(=O)N2CCCC2)c(=O)c2cc3cc(F)ccc3n12,0,-3,4,3,-2,0,3,-9,0.9,0
CC(=O)N(C)c1ccc(N=Cc2cc3c(cc2[N+](=O)[O-])OCO3)cc1,-2,7,-8,2,3,-2,-7,-8,0.1,6

# 5 entries from above, bar-delimited.
SMILES | HTR5A ag ctr | SR-BI HDL uptake | MITF TRPM1 HTS | cardiac RTF act | Rtt109 Vps75 | Wnt bcat act | SR-BI DiI-HDL act | PvdQ inh | CDK5 inh | dFosB activator
O=C(N/N=C/c1ccc(O)cc1O)/C(=C/c1ccccc1)CCO | 3 | -26 | -13 | -6 | -4 | -6 | 26 | 6 | 0.2 | 1
O=C(COc1ccc(Cl)cc1)N1CCN(C(=O)c2cccc(F)c2)CC1 | 0 | 11 | 3 | 6 | 6 | -6 | -11 | -13 | 1.0 | -1
Cc1ccc(NS(=O)(=O)c2ccc(-n3cccn3)cc2)nc1 | -1 | 4 | 0 | -3 | -8 | -2 | -4 | -12 | 1.5 | -4
Cc1cccc(C)c1NC(=O)C(c1ccccc1)N1CC(=O)Nc2ccccc21 (configuration not stated) | -8 | -5 | -8 | 3 | 0 | -2 | 5 | -10 | -2.5 | -4
CS(=O)(=O)N1CCCC(C(=O)Nc2ccc(Br)cc2F)C1 (configuration not stated) | -4 | -8 | 0 | 1 | 3 | 0 | 8 | -9 | 0.3 | -1

# The main list resumes with the three entries that preceded the break.
SMILES,HTR5A ag ctr,SR-BI HDL uptake,MITF TRPM1 HTS,cardiac RTF act,Rtt109 Vps75,Wnt bcat act,SR-BI DiI-HDL act,PvdQ inh,CDK5 inh,dFosB activator
O=S(=O)(c1ccc2ccccc2c1)n1cnc2ccccc21,-1,15,1,1,-1,nt,-15,-11,-0.4,-8
Cc1nn(CC(=O)N2CCCC2)c(=O)c2cc3cc(F)ccc3n12,0,-3,4,3,-2,0,3,-9,0.9,0
CC(=O)N(C)c1ccc(N=Cc2cc3c(cc2[N+](=O)[O-])OCO3)cc1,-2,7,-8,2,3,-2,-7,-8,0.1,6
CSc1n[nH]c(=S)n1N,-3,nt,-13,4,-11,3,nt,-16,-2.5,2
COc1ccccc1C(=O)Nc1ccc(-c2nnn(CC(=O)N3CCN(C(=O)c4ccco4)CC3)n2)cc1,3,?,21,-3,-3,6,-72,-16,0.6,-4
CC(Cc1ccccc1)NC(=O)c1cc([N+](=O)[O-])ccc1Cl (configuration not stated),5,-16,12,0,-8,3,16,-13,0.3,13
CCn1c(SCC(=O)Nc2cc(C)on2)nnc1-c1cccnc1,-6,-20,-11,-5,-3,-2,20,-3,0.5,-5
O=C(NCSc1ccnc(SCNC(=O)c2ccc(F)cc2)n1)c1ccc(F)cc1,-3,-4,nt,1,14,nt,4,-6,0.8,-1
CCOC(=O)C1=CN(CC)S(=O)(=O)NC1CCc1ccccc1 (configuration not stated),3,9,-2,3,-5,0,-9,12,9.9,0
O=S(=O)(NCc1cccs1)c1cccc(S(=O)(=O)N2CCCCC2)c1,-2,9,-4,-5,17,nt,-9,4,-0.1,-2
COc1cccc(C(=O)Oc2ccc3c(C)cc(=O)oc3c2C(C)=O)c1,0,-9,9,1,-17,-3,9,-7,-2.3,-2
CC(C)c1ccc(OCC(=O)N2CCCCCC2)c(Br)c1,-4,-9,64,5,2,43*,9,-13,0.4,-2
NC(=O)c1ccsc1NC(=O)C1CC1,1,-1,-11,8,-5,-3,1,-13,-6.1,-5
CC(=O)N1CCc2cc(S(=O)(=O)NCCC(=O)Nc3cccc(C)c3)ccc21,1,8,8,4,-5,nt,-8,7,0.6,-5
CCn1c(SCC(=O)Nc2cccc(OC)c2)nnc1-c1ccc(Cl)cc1,-3,-5,-9,-1,1,nt,5,-1,-2.6,-12
Cc1ccc2c(c1)C1NC(=S)NC(C)(O2)C1C(=O)Nc1ccc(Cl)cc1 (configuration not stated),-4,39,-10,2,-9,nt,-39,-20,2.1,40*
Cc1ccccc1OCC(=O)NCCCNC(=O)c1cccnc1,-7,2,8,-1,-17,0,-2,-16,-0.9,-1
COc1ccc(Cl)cc1NC(=O)C(C)Sc1n[nH]c(N)n1 (configuration not stated),6,-14,-17,0,-1,nt,14,-15,2.2,-2
CNC(=O)C1(CC(C)C)C=CCN1C(C)=O (configuration not stated),0,-26,7,1,1,2,26,8,-0.5,1
Cc1cccc(NC(=O)c2ccccc2SCc2ccc(F)cc2)n1,2,25,nt,6,-10,3,-25,-13,2.8,-3
COc1ccc(C2C3C(=O)N(N(C)c4ncc(C(F)(F)F)cc4Cl)C(=O)C3ON2C)cc1 (configuration not stated),1,24,4,2,5,-7,-24,5,-1.8,0
O=C(NC(Cc1ccccc1)C(=O)NC1CC1)OCc1ccccc1 (configuration not stated),12*,-2,-3,-7,-3,-1,2,8,0.2,-4
CC1C(=O)N2CCCc3cc(NC(=O)COc4ccccc4)cc1c32 (configuration not stated),-1,35,-3,-4,-10,4,-35,-10,-0.8,-10
COCCn1nnnc1CN1CCSCC1,0,-5,-5,-2,-4,-2,5,-12,-1.6,-6
COc1ccc(-c2cc(C(=O)N3CCOCC3)c3ccccc3n2)cc1OC,6,3,-1,1,-7,-2,-3,-23,-6.4,-6
COc1ccccc1N(CC(=O)N/N=C/c1ccc(C(=O)O)cc1)S(=O)(=O)c1ccc(C)cc1,5,nt,11,6,-8,-1,nt,-15,1.2,-7
COc1ccc2c(c1)C=C([C@@H]1C[C@H]3CN(c4ccccc4)C(=O)[C@]34CCCN14)CO2,-2,13,0,-2,16,-1,-13,14,1.3,-10
CS(=O)(=O)Nc1cccc2cccnc12,1,-11,-13,0,-6,2,11,5,-5.6,1
CCOC(=O)C(=O)Nc1cc(C(=O)OC)cc(C(=O)OC)c1,7,-11,-10,3,-12,0,11,-4,-6.8,4
CCCC1(C(=O)OC)NC(c2cc(OC)c(OC)c(OC)c2)C2C(=O)N(CC)C(=O)C21 (configuration not stated),1,-9,3,-4,1,-5,9,-11,0.0,-6
Cc1cccc(NCc2cccc3ccccc23)n1,1,nt,nt,-3,2,18,nt,-14,0.5,0
COC(=O)c1ccc(OCC2c3cc(OC)c(OC)cc3CCN2C(=O)c2ccco2)cc1 (configuration not stated),3,36,-5,-4,12,-4,-36,-9,0.2,-12
CC(Oc1ccccc1F)C(=O)NNC(=O)c1ccc(F)c(S(=O)(=O)N2CCOCC2)c1 (configuration not stated),-1,-19,3,-4,-2,-2,19,-3,0.8,3

# 6 entries already listed, ordered by the value under dFosB activator, descending.
SMILES	dFosB activator
CNC(=O)C1(CC(C)C)C=CCN1C(C)=O (configuration not stated)	1
CC(C)c1ccc(OCC(=O)N2CCCCCC2)c(Br)c1	-2
COc1ccc(CNS(=O)(=O)c2c(C(=O)N3CCCCC3)c(C)n(C)c2C)cc1	-4
NC(=O)c1ccsc1NC(=O)C1CC1	-5
COc1ccc(-c2cc(C(=O)N3CCOCC3)c3ccccc3n2)cc1OC	-6
COc1cc(/C=C(/C#N)C(=O)NC(C)c2ccccc2)cc(OC)c1O (configuration not stated)	-20
